# TRPV1 agonist = agonists of human vanilloid receptor 1 (TRPV1); Q8NER1; TRPV1-expressing cells, Fluo-8 calcium influx, agonist mode; hit rate 0.19% among 320,000; activation, % at 8.33 µM; in the data active = activation above about 80%; inconclusive = between about 30% and that limit; note: 0% is about no effect
#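 TRPV1-expressing cells were cultured overnight at 35.5C and loaded with Fluo-8 calcium dye for 40 to 90 min at room temperature. After a 10 s baseline, compound was added and calcium influx was read kinetically for 3 min (ex 480/em 520 nm).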
# p53 reactivator = re-activators of mutant p53; H1299 p53-A138V BP100-luciferase reporter, luminescence, 24 h; Potency, µM (series often up to 92.2 µM), inactives show at the highest dose activity change, positive = activation, hits mostly activators; hit rate 0.063% among 320,000; note: potency is the fitted concentration of half-maximal effect; % of control where 0% means no effect; nearly all actives have a fitted effect of over 45% in size
#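 p53-null H1299 cells stably carrying temperature-sensitive p53-A138V and a BP100-luciferase reporter were pinned with compounds (4-point, 1:5 series) and held 24 hrs at 37 deg C. Luminescence was read 10 min after detection reagent.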
# uPA surface inh = inhibitors of cell surface uPA generation | cell surface uPA generation assay, qHTS | Potency, µM (titrated, usually from 38.3 µM), without a hit: top-dose activity change, negative = inhibition, actives largely listed as inhibitors | hit rate 0.31% among 330,000 | AID 540303; active = well fitted inhibition curve with a large enough effect; inconclusive = small, poorly fitted or top-dose-only effect; inactive = no such curve, though single readings can be large or run the other way; tested in mouse RAW 264.7 cells; note: potency is the fitted concentration of half-maximal effect; % is set by controls: 0 for no effect and ±100 for the full control effect; nearly all actives have a fitted effect of over 55% in size
# USP2a block = inhibitors of human ubiquitin-specific protease USP2a; USP2 core, Ub-CHOP2 coupled fluorogenic reporter, 485/531; Potency, µM (top dose mostly 38.3 µM), without a hit: top-dose activity change, negative = inhibition, most hits filed as inhibitors; hit rate 0.01% among 330,000; AID 463254;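 note: potency is the fitted concentration of half-maximal effect; plate controls were DMSO wells for no effect and full inhibition by NEM control for full effect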
#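 Deubiquitinase activity read as fluorescence (485/531 nm) after Ub-CHOP2 cleavage activates the enterokinase reporter on its substrate; USP2 core 10nM, Ub-CHOP2 and substrate 25nM each, 30min compound preincubation then 60min RT; data normalized to NEM, curves fitted.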
# TSG101-PTAP inh = blocks PTAP/TSG101 interaction to inhibit HIV-1 budding | 340,000 tested, under 10 active | Fluorescence polarization, FITC-PTAP peptide / Tsg101 binding | Potency, µM (highest dose often 115 µM), for the others: at the highest dose activity change, negative = inhibition, most hits filed as inhibitors | Q99816; active = well fitted inhibition curve with a large enough effect in the main read-out, with a control signal flat, not every such curve was filed as active; inconclusive = small, poorly fitted or top-dose-only effect, or effect the other way, or a change in a side signal; inactive = no such curve, though single readings can be large or run the other way; note: potency is the fitted concentration of half-maximal effect; % of control where 0% means no effect
# Target sequence (Q99816 whole entry, looked up): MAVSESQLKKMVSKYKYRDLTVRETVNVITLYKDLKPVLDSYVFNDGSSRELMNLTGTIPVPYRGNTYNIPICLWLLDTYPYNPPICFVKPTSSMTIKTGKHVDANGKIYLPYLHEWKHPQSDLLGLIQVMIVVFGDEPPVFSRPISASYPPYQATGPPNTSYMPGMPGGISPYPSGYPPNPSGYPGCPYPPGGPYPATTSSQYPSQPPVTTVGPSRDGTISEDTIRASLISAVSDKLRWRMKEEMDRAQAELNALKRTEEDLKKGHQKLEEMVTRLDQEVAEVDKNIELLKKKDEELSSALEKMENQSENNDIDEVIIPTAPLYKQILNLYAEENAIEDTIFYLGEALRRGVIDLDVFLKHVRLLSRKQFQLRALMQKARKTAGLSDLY
#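 Tsg101 binding domain (10 uM final) was mixed with compound and a FITC-labeled PTAP peptide (50 nM final) in HEPES pH 7.5 buffer with NaCl, Tween 20, EDTA and TCEP; fluorescence polarization was read after 20 min at r.t.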
# a7 integrin act = integrin-mediated muscular dystrophy alleviation activation | hit rate 0.064% among 350,000 | alpha7betagal myoblasts, beta-gal FDG fluorescence, 48 h | Potency, µM (doses to about 38.3 µM), for inactives: at the top dose activation, actives largely listed as activators;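 note: potency is the fitted concentration of half-maximal effect; 100% = response of the positive control SU9516; nearly all actives have a fitted effect of over 60% in size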
#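 alpha7betagal+/- myoblasts (passage 13, 250/well) treated 48 h at 37C with compounds at 1:260 dilution of DMSO stock. Lysed, then beta-galactosidase activity read as FDG fluorescence (ex 480/em 540) after 30 min, with pre-read for autofluorescence.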
# ELG1 genotox = induces genotoxicity in HEK293T cells with luciferase-tagged ELG1 | HEK293T ELG1-luciferase reporter, luminescence, 16 h | Potency, µM (highest dose often 46 µM), inactives show at the top dose activity change, positive = activation, usual class: activators | hit rate 1.3% among 330,000 | AID 504466; note: potency is the fitted concentration of half-maximal effect; % of control where 0% means no effect; nearly all actives have a fitted effect of over 60% in size
#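 HEK293T cells expressing luciferase-tagged ELG1 were exposed to compound or DMSO vehicle for 16 hr at 37 °C and 5% CO2. Luciferase activity was then measured with ONE-Glo after 30 min at room temperature.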
# B2AR arrestin = recruits beta-arrestin to the human beta2-adrenergic receptor | P07550 | beta-arrestin recruitment to beta2AR, cell-based reporter | Potency, µM (titrated, usually from 46.1 µM), inactives show at the top dose activation, usual class: activators | hit rate 0.02% among 330,000;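 note: potency is the fitted concentration of half-maximal effect; 0% = DMSO controls and full agonism = EC100 isoproterenol or metaproterenol; nearly all actives have a fitted effect of over 65% in size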
# BRCA1 expr up = increases BRCA1 expression. MCF7-BRCA1-FFLuc reporter, luminescence, 48 h; response scale: scaled: vehicle 0%, 10 µM genistein 100%. Potency, µM (top dose mostly 46.1 µM), inactives show at the top dose activation, usual class: activators. hit rate 1.1% among 380,000. AID 624202; note: potency is the fitted concentration of half-maximal effect; nearly all actives have a fitted effect of over 80% in size; some results filed as inactive show a strong effect at the top dose
#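 Quantitative HTS in MCF7 cells stably reporting BRCA1 expression via firefly luciferase. Compound treatment lasts 48 h at 37 °C in phenol-red free MEM. Activation is expressed relative to genistein at 10 microM and DMSO.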
# Eya2 inh = blocks the phosphatase activity of human Eya2; O00167; hit rate 0.006% among 330,000; recombinant Eya2, OMFP fluorescence dephosphorylation (OMFP is methylfluorescein phosphate); Potency, µM (titrated, usually from 76.9 µM), for inactives: at the highest dose activity, negative = inhibition, hits mostly inhibitors; note: potency is the fitted concentration of half-maximal effect; % is set by controls: 0 for no effect and ±100 for the full control effect
#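 Eya2 protein (added as 0.2 uM solution) was preincubated with compound for 10 min at ambient temperature in 50 mM HEPES pH 7.5, 50 mM NaCl, 5 uM MgCl2, 0.05% BSA, 1 mM DTT. OMFP (added at 50 uM) then reacted 10 min; fluorescence read at 485/525 nm.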
# S-ASM inh = human S-ASM enzyme inhibition | P17405 | placental ASM, HMU-PC fluorogenic substrate, 60 min | Potency, µM (titrated, usually from 57.5 µM), without a hit: at the top dose activity change, negative = inhibition, actives largely listed as inhibitors | hit rate 0.006% among 340,000 | AID 504937; note: potency is the fitted concentration of half-maximal effect
# Target sequence (P17405 47-631 limits assumed): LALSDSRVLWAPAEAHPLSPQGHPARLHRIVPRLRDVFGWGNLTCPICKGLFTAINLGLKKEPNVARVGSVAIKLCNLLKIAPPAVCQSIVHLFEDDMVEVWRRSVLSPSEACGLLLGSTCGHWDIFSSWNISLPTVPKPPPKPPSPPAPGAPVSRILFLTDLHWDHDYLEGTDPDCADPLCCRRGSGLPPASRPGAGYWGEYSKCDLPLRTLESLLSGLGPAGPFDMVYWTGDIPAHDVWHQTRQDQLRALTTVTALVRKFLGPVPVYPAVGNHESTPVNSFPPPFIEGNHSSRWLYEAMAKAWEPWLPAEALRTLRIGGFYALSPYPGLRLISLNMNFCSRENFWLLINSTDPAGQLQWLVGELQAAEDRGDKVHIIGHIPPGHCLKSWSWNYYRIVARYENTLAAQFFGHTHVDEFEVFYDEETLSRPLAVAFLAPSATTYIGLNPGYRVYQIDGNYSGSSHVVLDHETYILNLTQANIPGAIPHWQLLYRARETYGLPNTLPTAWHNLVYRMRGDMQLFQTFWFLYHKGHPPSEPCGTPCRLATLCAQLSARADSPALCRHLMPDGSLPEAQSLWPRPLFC
#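 Fluorescence read-out (Ex 386 nm, Em 447 nm) after stopping the reaction at pH 10. Enzyme: ASM from human placenta; substrate HMU-PC0, 9 uM final; 60 min, 37 °C. Compound preincubation 10 min, ambient temperature.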
# The depositor's hits bear a star; ? = inconclusive; . = no result given; [ ] = dose if it differs, or a comment. Unless noted, calls come from the whole dose curve; as a rule, active = well fitted curve in the direction sought with a large enough effect; inconclusive = small, poorly fitted or top-dose-only effect, or another doubt; inactive = no such curve, though single readings can be large; an effect the other way counts as inactive or inconclusive.
item	Compound	TRPV1 agonist	p53 reactivator	uPA surface inh	USP2a block	TSG101-PTAP inh	a7 integrin act
1	Cc1sc2ncnc(Nc3ccc(N4CCOCC4)cc3)c2c1-c1ccccc1	8	12%	5%	-3%	-6%	-46%[inhibitor]
2	CCOc1ncccc1C(=O)OCCCC(=O)c1ccc(Br)cc1	5	15%	9%	1%	-2%	25%
3	CCC(C)Sc1cc(C(F)(F)F)c(C(=O)Nc2ccc(Cl)cc2)cn1 (centres undefined)	27	2%	-7%	-2%	0%	-11%
4	N#CC(C(=S)Nc1ccccc1)c1nc2ccccc2[nH]1 (centres undefined)	7	18%	-28%	-1%	-1%	21%
5	CCNC(=S)Nc1cc(OCC)c(NC(=O)c2cccs2)cc1OCC	11	0%	-6%	3%	1%	-19%
6	CCOc1ccc(Oc2ccccc2NC(=O)C2=COCCO2)cc1	25	0%	-7%	0%	-1%	-26%
7	COc1ccccc1C(=O)NCCC(=O)NC1CCC(C)CC1 (centres undefined)	15	?	-19%	0%	-6%	-7%
8	CCn1ncc(/C=N/NC(=O)c2ccc3c(c2)OCO3)c1C	0	7%	-12%	4%	-3%	-19%
9	CCOC(=O)N1CCC(N2C(=O)c3ccc(C(=O)NCc4ccc(F)cc4)cc3C2=O)CC1	?	6%	1%	0%	0%	-25%
10	O=C(NCc1ccccc1)NC(=O)c1ccc(Cl)cc1	.	.	2%	.	-5%	0%
11	C[C@H]1CN([C@@H](C)CO)C(=O)c2cc(NC(=O)C3CCCCC3)ccc2O[C@H]1CN(C)C(=O)Nc1ccc2c(c1)OCO2	.	3%	0%	0%	-6%	16%
12	Cn1c(CCN2CCCC2)nc2cc(NS(=O)(=O)c3ccccc3)ccc21	-1	-23%	?	4%	5%	-42%

item	ELG1 genotox	B2AR arrestin	BRCA1 expr up	Eya2 inh	S-ASM inh
1	-5%	-0.4%	-42%	-2%	-3%
2	3%	-0.7%	-1%	-13%	0%
3	-7%	-0.3%	-87%	-19%	-8%
4	-9%	1.8µM*	-48%	-3%	7%
5	0%	-0.6%	-11%	-4%	2%
6	-1%	0.3%	-34%	5%	-3%
7	?	0.2%	8.9µM*	7%	2%
8	7%	0.5%	-41%	11%	2%
9	-1%	-1.0%	-3%	7%	0%
10	.	.	9%	.	2%
11	1%	-0.1%	1%	-19%	3%
12	5%	-0.4%	-34%	3%	6%

# Entries above printed as active in B2AR arrestin.
entry	SMILES	TRPV1 agonist	p53 reactivator	uPA surface inh	TSG101-PTAP inh	a7 integrin act	B2AR arrestin	BRCA1 expr up	Eya2 inh	S-ASM inh
4	N#CC(C(=S)Nc1ccccc1)c1nc2ccccc2[nH]1 (centres undefined)	7	18%	-28%	-1%	21%	1.8µM*	-48%	-3%	7%

# Other results.
item	Compound	TRPV1 agonist	p53 reactivator	uPA surface inh	USP2a block	TSG101-PTAP inh	a7 integrin act
13	COc1ccc(C(CC(=O)O)NS(=O)(=O)c2ccc3c(c2)NC(=O)CO3)cc1 (centres undefined)	1	1%	5%	1%	0%	24%
14	O=C(NCc1cccnc1)Nc1cccc([N+](=O)[O-])c1	3	19%	8%	-3%	-4%	13%
15	CC1CCN(CC(=O)Nc2ccc(N3CCCCCC3)cc2)CC1	?	-3%	-6%	-1%	-5%	-7%
16	O=C(c1cccnc1)N(c1cc2sc(=O)oc2c2ccccc12)S(=O)(=O)c1ccccc1	-1	-10%	5%	0%	-5%	-9%
17	O=C(CSC1=NCCS1)N1CCN(c2ccc(Cl)cc2)CC1	?	25%	-6%	2%	-10%	-52%[inhibitor]
18	CCCCNC(=O)COC(=O)c1ccc(SC)cc1OC	5	8%	-2%	-1%	-4%	9%
19	Cc1cc(=O)[nH]c(SCC(=O)Nc2ccc(S(=O)(=O)N3CCCCC3)cc2)n1	5	3%	6%	1%	-11%	7%
20	CCOC(=O)N1CCC(NC(=O)CNS(=O)(=O)c2ccc(Br)s2)CC1	1	8%	.	-3%	-6%	11%[7.66 µM]
21	CC1CCCCC1NC(=O)C1CC=CCC1C(=O)O (centres undefined)	-1	3%	-4%	0%	-1%	34%
22	O=C(COC(=O)Cc1cccc(C(F)(F)F)c1)NC1CC1	7	0%	-4%	-1%	-1%	-6%
23	CCCC1NC(C(=O)O)Cc2c1[nH]c1ccccc21 (centres undefined)	23	-3%	0%	4%	-5%	-3%
24	COc1ccc(-n2nc(C(=O)NCC(=O)N3CCCCCC3)c3ccccc3c2=O)cc1	10	?	-14%	1%	7%	?

item	ELG1 genotox	B2AR arrestin	BRCA1 expr up	Eya2 inh	S-ASM inh
13	2%	-0.6%	-6%	-10%	2%
14	-2%	0.1%	13%	-7%	-1%
15	-1%	-1.1%	-9%	11%	-1%
16	-9%	-0.5%	-46%	7%	-1%
17	-12%	-0.1%	-24%	-11%	-1%
18	0%	0.0%	-3%	2%	-2%
19	3%	-0.2%	1%[1.84 µM]	29%	1%
20	-6%	-0.4%	-83%	-7%	-1%
21	-1%	-1.7%	2%	0%	0%
22	-1%	0.3%	0%	-21%	2%
23	-2%	0.4%	-1%	-4%	26%
24	-4%	0.2%	50%	2%	-1%

# A second format for some results above.
# The line under a structure holds: TRPV1 agonist | p53 reactivator | uPA surface inh | USP2a block | TSG101-PTAP inh | a7 integrin act | ELG1 genotox | B2AR arrestin | BRCA1 expr up | Eya2 inh | S-ASM inh
18) CCCCNC(=O)COC(=O)c1ccc(SC)cc1OC
→ 5 | 8% | -2% | -1% | -4% | 9% | 0% | 0.0% | -3% | 2% | -2%
19) Cc1cc(=O)[nH]c(SCC(=O)Nc2ccc(S(=O)(=O)N3CCCCC3)cc2)n1
→ 5 | 3% | 6% | 1% | -11% | 7% | 3% | -0.2% | 1%[1.84 µM] | 29% | 1%
20) CCOC(=O)N1CCC(NC(=O)CNS(=O)(=O)c2ccc(Br)s2)CC1
→ 1 | 8% | . | -3% | -6% | 11%[7.66 µM] | -6% | -0.4% | -83% | -7% | -1%
21) CC1CCCCC1NC(=O)C1CC=CCC1C(=O)O (centres undefined)
→ -1 | 3% | -4% | 0% | -1% | 34% | -1% | -1.7% | 2% | 0% | 0%

# Further records follow:
item	Compound	TRPV1 agonist	p53 reactivator	uPA surface inh	USP2a block	TSG101-PTAP inh	a7 integrin act
25	CCN1CCN(C(=O)C2CCCN(S(=O)(=O)c3ccc(OC)c(OC)c3)C2)CC1 (centres undefined)	1	14%	2%	1%	-5%	13%
26	Cc1cccc(CSc2ccc3nnc(-c4ccccn4)n3n2)c1	2	-5%	-2%	-2%	0%	8%
27	CC(OC(=O)c1nc(Cl)ccc1Cl)C(=O)Nc1ccc2c(c1)OCCO2 (centres undefined)	0	7%	4%	0%	-5%	-17%
28	COc1ccc(N(CC(=O)NCc2ccncc2)S(=O)(=O)c2ccccc2[N+](=O)[O-])c(OC)c1	0	1%	-2%	5%	0%	-14%
29	COc1ccc(OC)c(S(=O)(=O)N2CCCC(C(=O)NCc3cccnc3)C2)c1 (centres undefined)	-1	-3%	-2%	-1%	-2%	-16%
30	COc1ccc(-c2cc(C)no2)cc1S(=O)(=O)N1CCN(c2ccccc2F)CC1	0	-10%	0%	-13%	-3%	1%

item	ELG1 genotox	B2AR arrestin	BRCA1 expr up	Eya2 inh	S-ASM inh
25	-5%	-0.5%	5%	-3%	7%[11.5 µM]
26	-2%	-0.4%	-11%	17%	-4%
27	2%	-1.2%	8%	-41%	-2%
28	0%	-0.4%	-3%	-7%	-1%
29	-1%	-0.2%	-20%	2%	3%
30	0%	-0.2%	-35%	-6%	-21%
